Shn3 inh set2: Schnurri-3 reporter inhibition in Clone20 osteoblasts; Clone20 osteoblast Shn3 3'UTR firefly luciferase, 24 h; inhibition, % at 12.5 µM; actives 0.52% (n = 360,000);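 active = mean inhibition of at least 75% with every replicate also reaching 75%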;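 also: 0% = median of neutral control wells and 100% = pilot-screen positive control compound; some compounds past the cut are filed as inactive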
NR2E3 ag-1: agonists of human nuclear receptor NR2E3. Q9Y5X4. GST-NR2E3/biotin-RetCOR TR-FRET, 1536-well. inhibition of corepressor binding, % at 4.78 µM. actives 0.12% (n = 320,000). AID 2300;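 active = percent inhibition above the cutoff of mean plus 3 SD of all tested compounds, set per screening campaign, cut at about 20% in these data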;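 also: 0% = DMSO wells and 100% = biotin wells as full block of FRET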
Target sequence (Q9Y5X4 whole entry, looked up): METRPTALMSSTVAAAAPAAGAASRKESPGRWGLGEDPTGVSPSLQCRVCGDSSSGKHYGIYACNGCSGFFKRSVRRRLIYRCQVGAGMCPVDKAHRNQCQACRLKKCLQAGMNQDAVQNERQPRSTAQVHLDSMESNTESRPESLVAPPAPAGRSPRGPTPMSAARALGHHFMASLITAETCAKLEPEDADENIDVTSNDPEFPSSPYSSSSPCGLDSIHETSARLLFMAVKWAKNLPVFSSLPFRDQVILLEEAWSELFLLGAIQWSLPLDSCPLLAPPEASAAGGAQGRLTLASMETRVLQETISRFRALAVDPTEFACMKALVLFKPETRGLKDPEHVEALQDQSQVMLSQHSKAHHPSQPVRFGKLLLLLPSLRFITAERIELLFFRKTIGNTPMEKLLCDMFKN
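System: GST-tagged NR2E3 plus biotinylated RetCOR corepressor; Amount: 1.35 nM GST-tagged NR2E3 final; Dosing: single nominal compound dose of 4.8 µM; Schedule: 5 h incubation at 4 °C; Technique: TR-FRET with europium anti-GST and streptavidin-D2, 340 nm excitation; Controls: biotin wells as high control, 0.6% DMSO wells as low control.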
Peg3 promoter: Peg3 promoter activity inhibition; actives 1.7% (n = 360,000); HeLa PEG-Prom luciferase reporter, luminescence, overnight; inhibition, % at 20 µM;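 active = inhibition of at least 50% at 20 µM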
HIF-2a block: HIF-2a inhibition | AID 624352 | inhibition, % at 18.8 µM | actives 0.72% (n = 360,000) | 786-0 RCC cells HIF-2a reporter, luciferase luminescence, overnight;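 active = inhibition of the luminescence signal of 40% or more relative to plate controls, in a single-dose primary screen at 18.75 µM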
KKLEB tox: reduces viability of KKLEB cystic fibrosis airway cells | AID 602141 | activity change (cytotoxicity), % at 5 µM | actives 0.36% (n = 360,000) | KKLEB CF airway cells viability, ATPlite luminescence, overnight; stronger effect = lower value; cells stimulated with P. aeruginosa culture filtrate;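 active = corrected activity change at or below -50% at 5 µM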
TRPM1 prom inh: reduces MITF-dependent TRPM1 promoter luciferase signal. actives 0.83% (n = 330,000). inhibition, % at 12.5 µM. SK-MEL-5 TRPM1 promoter luciferase, 24 h;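 active = mean inhibition across replicates of 60% or more, whatever share of single replicates reaches that level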; also: values of inactives mirror those of a sister screen read the other way
NR2E3 ag-2: activates human NR2E3 receptor; Q9Y5X4; actives 0.35% (n = 360,000); CHO-S Gal4-NCOR/VP16-NR2E3 two-hybrid, luciferase; AID 602229; inhibition of corepressor binding, % at 3.98 µM;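 active = inhibition above the mean of all tested compounds plus 3 SD, cut at about 70% in these data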;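 also: 0% = DMSO with NR2E3 transfected cells and 100% = cells lacking NR2E3 construct; higher means lower luciferase signal from less NR2E3 corepressor binding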
C8 TRAIL sens: sensitizes caspase-8 expressing cells to TRAIL; NB7+C8 cells + TRAIL, ATPlite viability luminescence; inhibition (viability loss, TRAIL sensitization), % at 10 µM; actives 1% (n = 360,000);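 active = compounds causing at least 50% loss of cell viability in the single-dose screen, relative to plate controls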
TROY NFkB inh: inhibitors of TROY-dependent NF-kB signaling; Q293 LMP1-TROYcd NF-kB luciferase reporter, 4 h; inhibition, % at 10 µM; actives 0.98% (n = 360,000); AID 1347056;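 active = compounds whose plate-normalised and pattern-corrected inhibition of the luciferase reporter signal at the single screening dose is 50% or more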
TWEAK Fn14 block: inhibitors of TWEAK-Fn14 interaction signaling; TWEAK-stimulated Fn14 reporter cells, luciferase luminescence, 8 h; inhibition, % at 10 µM; actives 2% (n = 360,000); AID 1159606; in the data active = inhibition above about 50%
CF NFkB inh: blocks PAF-induced NF-kB reporter in cystic fibrosis cells | KKLEB NF-kB-GFP reporter, GFP fluorescence overnight | inhibition, % at 5 µM | actives 0.86% (n = 360,000) | AID 588850;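 active = at least 50% inhibition at 5 µM, scaled per plate between neutral and stimulator controls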;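 also: PAF is a Pseudomonas aeruginosa culture filtrate used as stimulus; plate controls were PAF-stimulated DMSO wells for no effect and unstimulated DMSO wells for full effect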
Numbers without * were called inactive; . = not tested or not shown. This is a subset, so the mix of outcomes need not match the whole.

#1 CCCC(=NC(C)CC)C1=C(O)CC(c2ccccc2)CC1=O (configuration not stated)
#2 O=C(COc1ccc(Br)cc1CO)Nc1ccccc1F
#3 CCN1CCN(S(=O)(=O)c2ccc(Cl)c(C(=O)N(C)C3CCCCC3)c2)CC1
#4 COc1cccc(-c2nc(CS(=O)(=O)CC(=O)NCCCN3C(C)CCCC3C)c(C)o2)c1 (configuration not stated)
#5 COc1ccc(C(C)(O)c2nc(-c3cccs3)cs2)cc1 (configuration not stated)
#6 Cc1ccc(OCC(=O)NC(=S)Nc2cccc(NC(=O)c3ccccc3Cl)c2)cc1
#7 O=C(COc1ccccc1[N+](=O)[O-])Nc1ccc2c(c1)OCO2
#8 COc1ccccc1-c1cc(C(=O)N2CCCCC2)no1

Screen / compound no.	1	2	3	4	5	6	7	8
Shn3 inh set2	-4	13	-10	3	20	-1	50	-64
Peg3 promoter	14	-230	3	6	16	0	-278	-322
NR2E3 ag-1	1	-1	.	1	.	3	-2	1
TWEAK Fn14 block	-9	-17	-19	0	15	-14	-5	7
TROY NFkB inh	-6	-69	-7	-9	10	-3	-58	-44
CF NFkB inh	14	-18	-4	-6	-10	23	-22	5
NR2E3 ag-2	-36	-16	16	-18	-54	-10	-46	-83
C8 TRAIL sens	-5	-1	11	-4	8	2	23	33
KKLEB tox	1	5	1	-3	-3	-26	-6	-11
HIF-2a block	13	-222	11	-1	-5	-2	-329	-259
TRPM1 prom inh	18	-103	.	1	.	-27	-62	-54

#9 Cc1[nH]c2ccc(F)cc2c1CCN(Cc1cccnc1)C(=S)Nc1cccc(F)c1
#10 COc1cc(/C=C(\C#N)C(=O)NCC2CCCO2)ccc1OCCC(C)C (configuration not stated)
#11 COc1ccccc1NC(=O)CSc1nnc(CNC(=O)c2ccco2)o1
#12 CCOC(=O)c1cc(-c2cccnc2)nn1-c1ccccn1
#13 O=C(CCN1CCOCC1)Nc1cccc(Br)c1
#14 CO/C=C\C=C/c1nnn(-c2ccc(Cl)cc2)n1
#15 C=CCn1nc2ccccc2c1OCCO
#16 CCN1CCN(c2cc(C)c3cc(NC(=O)CCC(=O)Nc4ccc(OC)c(OC)c4)ccc3n2)CC1

Screen / compound no.	9	10	11	12	13	14	15	16
Shn3 inh set2	33	-17	7	53	-13	-2	-2	1
Peg3 promoter	28	-13	5	13	0	-50	-42	-2
NR2E3 ag-1	-3	-5	2	-4	0	1	1	3
TWEAK Fn14 block	13	-9	0	-74	-6	25	34	-4
TROY NFkB inh	9	-6	3	4	-8	-27	38	8
CF NFkB inh	24	-26	-10	-1	12	6	-3	-8
NR2E3 ag-2	8	0	7	-4	7	-23	-53	28
C8 TRAIL sens	-3	-5	-8	-2	-6	26	-10	-5
KKLEB tox	8	6	7	4	-8	-5	10	6
HIF-2a block	26	-3	14	3	-2	-78	-89	1
TRPM1 prom inh	-4	-6	0	7	6	1	0	-11

#17 CC(C)(C)NC(=O)CSc1nc2cc(S(=O)(=O)N3CCCCC3)ccc2o1
#18 COC(=O)[C@@H]1C[C@@]2(O)[C@@H](O)[C@@H](O)[C@@H](O)C[C@H]2N1CC1CCCCC1
#19 CC(C)c1ccc(S(=O)(=O)N2CCN(C(=O)CN3C(=O)c4ccccc4C3=O)CC2)cc1
#20 Cc1ccc(N/N=C/c2c(C)c(C#N)c(=O)n(C)c2O)cc1C
#21 CCOc1ccccc1N(CC(=O)Nc1ccccc1C(=O)N1CCOCC1)S(C)(=O)=O
#22 COc1cc(CN2CCC(Oc3cc(C(=O)NC4CC4)ccc3OC)CC2)cc(OC)c1
#23 Cc1ccc(SCC(=O)N/N=C/c2ccco2)cc1
#24 COC(=O)c1cccc(CSC(=S)N2CCCC2)c1

Screen / compound no.	17	18	19	20	21	22	23	24
Shn3 inh set2	15	5	69	-16	-4	-14	2	0
Peg3 promoter	15	-12	3	-10	12	2	-3	-26
NR2E3 ag-1	.	-1	.	.	2	1	2	0
TWEAK Fn14 block	-9	11	-9	-16	3	-21	2	-6
TROY NFkB inh	7	0	13	-46	0	0	-13	-33
CF NFkB inh	6	-17	17	-9	7	-6	10	6
NR2E3 ag-2	-24	2	-19	-28	-29	3	-6	-30
C8 TRAIL sens	12	-19	3	-6	-2	-9	-5	8
KKLEB tox	-5	18	-15	-21	-5	6	-8	-7
HIF-2a block	8	9	15	-65	14	10	-8	-67
TRPM1 prom inh	6	7	9	2	-2	5	13	-21

#25 CN(Cc1ccccc1)C(=O)C1CCN(S(C)(=O)=O)CC1
#26 COc1ccc(Cl)cc1N1C(=O)/C(=C\c2sccc2C)N=C1SCC(=O)NC1CC1
#27 Cc1nnc(SCC(=O)N2CC(=O)Nc3ccccc32)n1-c1ccccc1
#28 COc1ccc(-n2c(-c3ccc(Cl)cc3)n[nH]c2=S)c(OC)c1
#29 CN(C(=O)COC(=O)c1cccc(NS(=O)(=O)c2ccc(F)c(F)c2)c1)C1CCS(=O)(=O)C1 (configuration not stated)
#30 NC(=O)c1ccccc1NC(=O)N1CCOCC1
#31 Cc1ccc(C(=O)O)cc1N1CCCC1=O
#32 OC(c1ccccc1)(c1ccccc1)C1CCN(CCCOc2ccccc2Cl)CC1

Screen / compound no.	25	26	27	28	29	30	31	32
Shn3 inh set2	7	14	5	-18	-17	11	-10	.
Peg3 promoter	-7	17	15	-3	13	4	10	.
NR2E3 ag-1	0	1	-2	.	3	2	0	.
TWEAK Fn14 block	12	17	1	1	2	1	10	-11
TROY NFkB inh	8	-27	-3	4	-7	-19	-12	15
CF NFkB inh	7	-28	-10	-14	22	8	5	.
NR2E3 ag-2	6	0	-11	-1	-8	-4	-19	-9
C8 TRAIL sens	-2	8	-15	-3	-3	-12	2	-7
KKLEB tox	-4	-11	2	8	15	2	-2	.
HIF-2a block	14	-1	9	12	11	18	11	-11
TRPM1 prom inh	3	20	12	.	5	-2	-40	.

#33 CCC(O)CNc1nc(SC)nc2sc3c(c12)CCN(C)C3 (configuration not stated)
#34 Cc1c(C)c2c(OCC(=O)NCc3cccnc3)cc3c(c2oc1=O)CCC(C)(C)O3
#35 Cc1ccccc1NC(=O)NC(N)=O
#36 O=C(Nc1cc(Cl)ccc1Cl)N1CCN(C(=O)Nc2cc(Cl)ccc2Cl)CC1
#37 O=S(=O)(c1ccc(Br)cc1)c1cnc2ccccc2n1
#38 O=C(Cn1cnc2c(oc3ccccc32)c1=O)NCC1CCCO1 (configuration not stated)
#39 COc1ccc(OC)c(CN2CCN(C(=O)c3cccc(S(=O)(=O)Nc4ccc(C)cc4)c3)CC2)c1
#40 O=C(Cn1cc(C(F)(F)F)ccc1=O)N/N=C/c1ccc(Cl)c(Cl)c1

Screen / compound no.	33	34	35	36	37	38	39	40
Shn3 inh set2	-34	-9	-5	4	0	-50	31	-20
Peg3 promoter	3	18	-7	3	33	-20	7	16
NR2E3 ag-1	6	-3	2	.	3	3	1	2
TWEAK Fn14 block	14	-6	8	-2	55*	-26	-7	6
TROY NFkB inh	-11	-16	-12	9	28	-7	5	14
CF NFkB inh	-7	9	6	-2	57*	-1	12	13
NR2E3 ag-2	7	6	4	-21	-19	2	7	11
C8 TRAIL sens	-5	4	3	32	-3	-17	-3	16
KKLEB tox	-9	-8	5	-6	-20	-15	-9	-9
HIF-2a block	10	10	6	6	27	-28	16	16
TRPM1 prom inh	-2	-8	13	1	8	1	14	12

Shown as a hit in CF NFkB inh, among the entries above:
item	Compound	Shn3 inh set2	Peg3 promoter	NR2E3 ag-1	TWEAK Fn14 block	CF NFkB inh	NR2E3 ag-2	HIF-2a block	TRPM1 prom inh
37	O=S(=O)(c1ccc(Br)cc1)c1cnc2ccccc2n1	0	33	3	55*	57*	-19	27	8

Next part
#41 CC1(C)OC2OC3C(CN)OC(c4ccccc4)OC3C2O1 (configuration not stated)
#42 O=C(Nc1ccc(C2CC2(Cl)Cl)cc1)c1ccccc1Br (configuration not stated)
#43 COc1ccc(CNC(=O)CCc2ccc(S(=O)(=O)N3CCCCCC3)cc2)cc1
#44 CCCc1ncc(C(O)(c2ccccc2)c2ccc(C)cc2)n1C (configuration not stated)
#45 Cc1ccc2c(=O)cc(C(=O)NC3CCS(=O)(=O)C3)oc2c1C (configuration not stated)
#46 Fc1ccc2c(c1)Sc1ccc(Cl)cc1CC2N1CCN(CCC2OCCO2)CC1 (configuration not stated)
#47 CC(OC(=O)Cn1ccccc1=O)C(=O)Nc1cc(Cl)cc(Cl)c1 (configuration not stated)
#48 Cc1cccc(OCCCCCNCCO)c1
#49 O=C(Cc1coc2ccc3ccccc3c12)N1CCc2ccccc21

Screen / compound no.	41	42	43	44	45	46	47	48	49
Shn3 inh set2	11	-12	6	19	3	-10	-1	0	3
Peg3 promoter	0	-175	5	16	-9	28	6	-2	13
NR2E3 ag-1	.	1	-1	-1	-2	-1	.	4	-5
TWEAK Fn14 block	-23	-39	14	-17	-26	-12	-11	-3	-22
TROY NFkB inh	2	-77	-7	10	-5	0	13	-15	-4
CF NFkB inh	4	-5	-4	26	9	16	-5	13	-9
NR2E3 ag-2	8	-55	-5	-18	-10	-4	9	3	-34
C8 TRAIL sens	-12	-6	3	8	1	8	36	12	-4
KKLEB tox	-13	10	3	-12	11	-11	0	-12	-13
HIF-2a block	11	-177	1	24	13	8	9	6	-10
TRPM1 prom inh	2	-45	.	1	-2	2	.	-4	2

Quoted at random: three entries already listed, in no set order.
#44 CCCc1ncc(C(O)(c2ccccc2)c2ccc(C)cc2)n1C (configuration not stated)
#48 Cc1cccc(OCCCCCNCCO)c1
#45 Cc1ccc2c(=O)cc(C(=O)NC3CCS(=O)(=O)C3)oc2c1C (configuration not stated)

Screen / compound no.	44	48	45
Shn3 inh set2	19	0	3
Peg3 promoter	16	-2	-9
NR2E3 ag-1	-1	4	-2
TWEAK Fn14 block	-17	-3	-26
TROY NFkB inh	10	-15	-5
CF NFkB inh	26	13	9
NR2E3 ag-2	-18	3	-10
C8 TRAIL sens	8	12	1
KKLEB tox	-12	-12	11
HIF-2a block	24	6	13
TRPM1 prom inh	1	-4	-2

Screening data (PubChem)
